From PubChem
NSD2 inh: NSD2 histone methyltransferase inhibitors, primary screen, biochemical, AlphaScreen, single concentration, set 2; NSD2 peptide methylation, 120 min; inhibition, % at 12.5 µM; hit rate 0.54% among 310,000; in the data active = inhibition above about 50%
Target sequence (O96028 whole entry, looked up): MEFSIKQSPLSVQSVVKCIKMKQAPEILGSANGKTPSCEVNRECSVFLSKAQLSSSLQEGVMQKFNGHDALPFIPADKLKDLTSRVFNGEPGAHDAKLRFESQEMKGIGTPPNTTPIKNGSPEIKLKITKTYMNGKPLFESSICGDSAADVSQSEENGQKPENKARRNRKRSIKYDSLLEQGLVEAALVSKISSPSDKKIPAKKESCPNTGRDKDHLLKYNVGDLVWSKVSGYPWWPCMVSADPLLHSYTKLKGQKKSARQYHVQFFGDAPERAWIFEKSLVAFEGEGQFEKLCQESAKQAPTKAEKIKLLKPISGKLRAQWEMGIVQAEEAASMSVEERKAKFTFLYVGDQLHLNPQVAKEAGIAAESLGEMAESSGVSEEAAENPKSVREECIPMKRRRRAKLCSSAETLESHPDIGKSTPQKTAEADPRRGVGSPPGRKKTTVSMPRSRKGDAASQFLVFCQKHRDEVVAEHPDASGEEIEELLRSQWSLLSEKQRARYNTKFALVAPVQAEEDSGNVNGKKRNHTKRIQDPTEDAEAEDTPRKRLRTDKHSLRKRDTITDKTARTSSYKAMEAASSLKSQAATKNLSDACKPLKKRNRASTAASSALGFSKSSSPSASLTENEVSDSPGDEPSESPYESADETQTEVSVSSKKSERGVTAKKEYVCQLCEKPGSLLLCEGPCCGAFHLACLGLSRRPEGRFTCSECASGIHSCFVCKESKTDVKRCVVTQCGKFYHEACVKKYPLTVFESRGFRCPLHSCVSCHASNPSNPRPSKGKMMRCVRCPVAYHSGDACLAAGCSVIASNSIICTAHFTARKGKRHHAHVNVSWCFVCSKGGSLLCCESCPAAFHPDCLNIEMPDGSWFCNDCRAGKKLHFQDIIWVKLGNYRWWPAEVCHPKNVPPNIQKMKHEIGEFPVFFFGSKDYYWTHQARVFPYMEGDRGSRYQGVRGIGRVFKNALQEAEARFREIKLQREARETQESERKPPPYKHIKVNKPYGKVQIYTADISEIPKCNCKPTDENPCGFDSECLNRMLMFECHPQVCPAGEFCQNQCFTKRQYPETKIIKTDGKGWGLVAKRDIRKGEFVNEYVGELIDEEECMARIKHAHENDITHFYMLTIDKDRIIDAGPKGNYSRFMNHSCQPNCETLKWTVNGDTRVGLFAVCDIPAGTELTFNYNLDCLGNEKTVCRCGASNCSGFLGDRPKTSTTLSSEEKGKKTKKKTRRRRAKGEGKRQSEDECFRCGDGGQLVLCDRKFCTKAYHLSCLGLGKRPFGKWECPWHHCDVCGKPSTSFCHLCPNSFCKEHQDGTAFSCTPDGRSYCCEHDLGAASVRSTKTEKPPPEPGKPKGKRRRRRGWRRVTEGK
* = called active by the depositor. Only part of the results is shown, so the mix of outcomes need not match the whole.

A first look (two entries):
SMILES	NSD2 inh
O=C(NCCc1ccccc1)OCc1cn(-c2cccc(C(F)(F)F)c2)nn1	0
Cc1ccc(C(=O)NC(C#N)=C(Cl)Cl)cc1	3

The list itself, from the first entry:
SMILES	NSD2 inh
O=C(NCCc1ccccc1)OCc1cn(-c2cccc(C(F)(F)F)c2)nn1	0
Cc1ccc(C(=O)NC(C#N)=C(Cl)Cl)cc1	3
CC(=O)Nc1ccc(C(=O)N2CCOCC2c2cc(C(=O)NCc3ccccc3)no2)cc1 (stereo not drawn)	0
O=C(NCc1ccccc1)c1cc(C2COCCN2C(=O)C2CC2)on1 (stereo not drawn)	10
Cc1ccc(-n2c(SCC(=O)Nc3ccccc3-c3ccccc3)nnc2-c2cccs2)cc1	-4
CN(Cc1ccccc1)C(=O)Cn1nnc(-c2ccccc2)c1COc1ccccc1	0
CNc1cc(-c2cc(OC)ccc2OC)ncn1	-1
OC(c1ccccc1)c1ncc(-c2ccc(C(F)(F)F)cc2)[nH]1 (stereo not drawn)	1
CCCCC(O)C1=C[N+](=O)CC=C1 (stereo not drawn)	1
CC1=C(C(=O)N2CCCCCC2)CC(CC(=O)NCc2cccc3ccccc23)C(=O)N1CCC1=CCCCC1 (stereo not drawn)	-1
COC(=O)C1CCN(C(=O)CCn2nnc(-c3cccs3)n2)CC1	17
COc1ccccc1NS(=O)(=O)c1cc(C(=O)NC2CCN(Cc3ccccc3)CC2)ccc1C	1
CCCCNC(=O)c1ccc2nc(CC)c(N(C)Cc3cccs3)n2c1	2
CCc1nc2ccc(C(=O)NCCOc3ccc(OC)cc3)cn2c1N(C)C(=O)COc1ccccc1	0
CN(C)CCNC(=O)c1cccc(-c2cccc3nncn23)c1	1
OC[C@@H]1CN(Cc2ccco2)C[C@H](n2cnc3c(NC4CCC4)ncnc32)O1	-1
CCNC(=O)C1(C)CCN(C(=O)c2ccc(C#N)cc2)C1 (stereo not drawn)	0
COc1ccc(C2C(C(=O)N3CCN(c4ccccc4C)CC3)CC(=O)N2c2ccc(OC)cc2)cc1 (stereo not drawn)	0
CN(CC(=O)N1CCCCCC1)S(=O)(=O)c1ccc(Br)s1	1
CN(N=Cc1ccc2c(c1)OCO2)C(=O)c1ccccc1N	0
COc1ccc(CCN=C(NS(=O)(=O)c2ccc(Cl)cc2)c2ccccc2)cc1	-3
Cc1cccc(C(O)c2ncc(-c3ccc(F)cc3)[nH]2)c1C (stereo not drawn)	1
Cn1c(=O)c2cc(NC(=O)Nc3cccnc3)ccc2n1-c1ccc(C(C)(C)C)cc1	3
CC(O)(c1cccc(F)c1)c1nc(-c2ccoc2)cs1 (stereo not drawn)	-1

A portion taken from the entries so far, as a working copy:
SMILES	NSD2 inh
CCCCC(O)C1=C[N+](=O)CC=C1 (stereo not drawn)	1
CC1=C(C(=O)N2CCCCCC2)CC(CC(=O)NCc2cccc3ccccc23)C(=O)N1CCC1=CCCCC1 (stereo not drawn)	-1
COC(=O)C1CCN(C(=O)CCn2nnc(-c3cccs3)n2)CC1	17
COc1ccccc1NS(=O)(=O)c1cc(C(=O)NC2CCN(Cc3ccccc3)CC2)ccc1C	1
CCCCNC(=O)c1ccc2nc(CC)c(N(C)Cc3cccs3)n2c1	2
CCc1nc2ccc(C(=O)NCCOc3ccc(OC)cc3)cn2c1N(C)C(=O)COc1ccccc1	0
CN(C)CCNC(=O)c1cccc(-c2cccc3nncn23)c1	1
OC[C@@H]1CN(Cc2ccco2)C[C@H](n2cnc3c(NC4CCC4)ncnc32)O1	-1
CCNC(=O)C1(C)CCN(C(=O)c2ccc(C#N)cc2)C1 (stereo not drawn)	0
COc1ccc(C2C(C(=O)N3CCN(c4ccccc4C)CC3)CC(=O)N2c2ccc(OC)cc2)cc1 (stereo not drawn)	0
CN(CC(=O)N1CCCCCC1)S(=O)(=O)c1ccc(Br)s1	1
CN(N=Cc1ccc2c(c1)OCO2)C(=O)c1ccccc1N	0
COc1ccc(CCN=C(NS(=O)(=O)c2ccc(Cl)cc2)c2ccccc2)cc1	-3
Cc1cccc(C(O)c2ncc(-c3ccc(F)cc3)[nH]2)c1C (stereo not drawn)	1
Cn1c(=O)c2cc(NC(=O)Nc3cccnc3)ccc2n1-c1ccc(C(C)(C)C)cc1	3
CC(O)(c1cccc(F)c1)c1nc(-c2ccoc2)cs1 (stereo not drawn)	-1

The results go on:
SMILES	NSD2 inh
O=C(/C=C/c1cccs1)NC1CCS(=O)(=O)C1 (stereo not drawn)	-5
COc1cc(Cl)ccc1OC1(C)CCN(Cc2ccc(SC)cc2)C1 (stereo not drawn)	1
Cc1ccc(-c2nnc(SCC(=O)NN=Cc3c[nH]c4ccccc34)n2-c2ccccc2)cc1	-3
O=C(NCc1cccnc1)C1CCCN(S(=O)(=O)c2cc(Cl)ccc2Cl)C1 (stereo not drawn)	0
Nn1c(SCC(=O)Nc2ccc(S(N)(=O)=O)cc2)nnc1-c1n[nH]c2c1CCC2	-4
CC(C)CNC(=O)c1ccc(Cl)c(N)c1	20
CCc1nc2ccc(C(=O)NCc3ccc4c(c3)OCO4)cn2c1N(C)C(=O)Cc1ccccc1	-3
CC(C)CNC(=O)C1(C)CCCN1Cc1ccc(S(C)(=O)=O)cc1 (stereo not drawn)	-12
CCNC(=O)C1(C)CCCN(C(=O)/C=C/c2ccccc2)C1 (stereo not drawn)	0
O=C(NC(c1ccccc1)c1ccc2ccccc2n1)C1CCN(Cc2ccc(Oc3ccccc3)cc2)CC1 (stereo not drawn)	1
COc1cc(Cn2c3ccc(NC(=O)CCc4ccccc4)cc3c(=O)n2C)ccc1F	-3
CN(C)c1ccc(-c2ccnc3c2CC(C)(C(=O)Nc2ccc(Cl)c(C(F)(F)F)c2)O3)cc1 (stereo not drawn)	-3
COc1ccccc1NC(=O)Nc1nc(C(N)C2CCCCC2)cs1 (stereo not drawn)	2
OC[C@@H]1CN(Cc2ccc(F)cc2)C[C@H](n2cnc3c(NC4CC4)ncnc32)O1	3
Cc1noc(C)c1-c1ccc(C(=O)NCc2cccnc2)c2occc12	10
COc1cccc(C(C)(O)c2nc(-c3ccc(S(C)(=O)=O)cc3)cs2)c1 (stereo not drawn)	2
COc1ccc(CCC(=O)Nc2nc(-c3ccncc3)cs2)cc1	25
CN(CCOc1ccccc1)Cc1ccccc1	0
COC(=O)c1ccccc1-n1cc(COC(=O)NCCc2ccccc2)nn1	-2
CCOC(=O)C1(C)CCN1C(=O)COc1ccccc1 (stereo not drawn)	-4
COCCNC(=O)C1Cc2c(-c3ccc(NC(C)=O)cc3)ccnc2O1 (stereo not drawn)	-5
CCC(=O)N1CCCC(C(=O)Nc2nc3ccccc3[nH]2)CC1 (stereo not drawn)	-3
CC(=O)NC(C)(c1ccccc1)c1nc(-c2cccc3cccnc23)cs1 (stereo not drawn)	-2
CCOc1ccc(-n2c(SCc3nc4ccccc4[nH]3)nnc2-c2cccc(Cl)c2)cc1	-4
CC1(C(=O)NCc2ccccc2Br)CCN1C(=O)CCc1ccc(Cl)cc1Cl (stereo not drawn)	3
Cc1cc(Cl)ccc1C(O)c1ncc(-c2ccc(F)cc2)[nH]1 (stereo not drawn)	3
CC(=O)NCCNc1nc(NCC2CC2)nc2cc(-c3ccccc3)sc12	-2
COc1ccc2c(c1)CCCN2C(=O)C1CCCN(S(=O)(=O)c2cccc3ccccc23)C1 (stereo not drawn)	7
Cc1ccc(C(NC(=O)C2CCN(CCOc3ccccc3)CC2)c2ccccn2)cc1 (stereo not drawn)	8
COC(=O)c1cc2c(c3c4cc(C)ccc4n(S(=O)(=O)c4cccc(C)c4)c13)C(=O)N(Cc1ccc(C(F)(F)F)cc1)C2	-3
COCCc1ccc(OC2(C)CCN(Cc3ccc(OC)c4ccccc34)C2)cc1 (stereo not drawn)	0
COCCc1ccc(OC2(C)CCN(Cc3cccn3-c3nccs3)C2)cc1 (stereo not drawn)	-1
CCc1nc2ccc(C(=O)NCc3ccc(OC)cc3)cn2c1N(CC)CCOC	7
CCc1nc2c(OCCOc3ccc(F)cc3)cccn2c1N(C)C(=O)C(C)C	0
N#C/C(=C\c1cn(Cc2ccccc2C#N)c2ccccc12)C(=O)NCc1cccs1	2
CCCS(=O)(=O)NC(=O)C1(C)CCN(C(=O)c2ccc(C(F)(F)F)cc2)C1 (stereo not drawn)	0
CC(C)NC(=O)C1(C)CN(S(C)(=O)=O)CC(=O)N1CCc1ccccc1 (stereo not drawn)	-1
COc1ccc(Cl)c(-c2cc(C(=O)Nc3ccc(C)c(NS(C)(=O)=O)c3)[nH]n2)c1	5
CCc1nc2ccc(C(=O)N3CCN(C(=O)c4ccco4)CC3)cn2c1N(CCC(C)C)CCN(C)C	1
COc1cccc(CNC(=O)[C@H]2CCCN2C(=O)[C@H]2CCCN2C(=O)c2ccc(F)cc2F)c1	-3
CC(=O)Nc1ccc(NC(=O)C2(C)Cc3c(-c4cccc(NC(C)=O)c4)ccnc3O2)cc1 (stereo not drawn)	0
O=C1OCC2=Nc3cccc4cccc(c34)N12	-3
COc1cccc(C(C)(O)c2nc(-c3ccc(OC)c(OC)c3)cs2)c1 (stereo not drawn)	0
CCOC(=O)C1(C)CCCCN1C(=O)c1ccoc1 (stereo not drawn)	10
O=C(NCc1cccc(C(F)(F)F)c1)c1csc(COCCO)n1	1
CC(=O)Nc1cccc(NC(=O)CSc2nnnn2C)c1	3
O=C(CN1C(=O)COc2ccc(S(=O)(=O)N3CCCC3)cc21)NC1CCCCCCC1	2
COc1ccc(S(=O)(=O)NC(=O)C2(C)CCN2C(=O)COc2ccc(Cl)cc2)cc1 (stereo not drawn)	-1
COc1ccc(-c2cc(C(=O)NCC3CCCCC3)[nH]n2)c(C)c1	-2
COc1cc(F)ccc1-c1csc(C(O)(c2ccccc2)C(F)(F)F)n1 (stereo not drawn)	-1
COc1cc(NC(=O)c2[nH]c(C)c(C(C)=O)c2C)c(OC)cc1Cl	-1
Cc1ccc(NC(=O)C2(C)CCN2Cc2ccc(OC(C)C)cc2)cc1 (stereo not drawn)	-5
COc1ccc(C(C)(NC(C)=O)c2nc(-c3cc(F)cc(F)c3)cs2)cc1 (stereo not drawn)	-1
O=C(NN=Cc1ccc(O)c(O)c1)c1ccccc1	5
CS(=O)(=O)c1ccc(-c2csc(C(O)c3cccc(Cl)c3)n2)cc1 (stereo not drawn)	-1
OCCN1CCN(c2cc(-c3ccc4ccccc4c3)nc3ccnn23)CC1	-4
Nc1cc2ccccc2cc1NS(=O)(=O)N1CCCCC1	7
CCCS(=O)(=O)NC(=O)C1(C)CCN(C(=O)c2ccc3ccccc3n2)C1 (stereo not drawn)	8
C[C@H]1[C@H](NC(=O)c2ccc(C(C)(C)C)cc2)CC[C@@]23CCCN2C(=O)CCC[C@@H]13	-3
N#Cc1ccc(S(=O)(=O)N2CCCc3nc(-c4ccccc4)ccc32)cc1	0
(next part)
SMILES	NSD2 inh
CC1(C(=O)NS(=O)(=O)c2ccc(C#N)cc2)CCN1C(=O)CC1CCCC1 (stereo not drawn)	-1
CCC(C)[C@H]1CNC(=O)C(=O)N1CCc1cccc(F)c1 (stereo partly drawn)	-1
O=C(CSc1nc2ccccc2s1)NN=Cc1ccc(O)cc1O	9
COc1cc(/C=N/Nc2nc(N3CCCCC3)nc(N3CCCCC3)n2)ccc1OC(=O)c1ccco1	-6
Cc1ccc(NC(=O)c2ccc(CS(=O)(=O)Cc3ccccc3C)o2)c(C)c1	11
CCc1nc2c(OCc3cccc(OC)c3)cccn2c1N(C)C(=O)c1ccccc1F	10
OC(c1ccccc1)(c1nc(-c2cc(F)cc(F)c2)cs1)C(F)(F)F (stereo not drawn)	-2
Cc1cc(NN=Cc2ccccn2)nc2ccccc12	9
C=C(C)Cn1c2ccc(NC(=O)CCOCC)cc2c(=O)n1C	4
CN1CCOc2c1cnn(CCO)c2=O	-3
O=C(O)Cn1nnc(-c2ccccc2)c1COc1ccccc1	-1
CN1C2=N[C@H](c3ccc(Br)cc3)CC(=O)N2/C(=C\c2ccccc2)[C@@H]1c1ccccc1	-1
CC(C)[C@@H]1OC(=O)[C@@H]2CCCN2C(=O)[C@H](C)OC(=O)[C@H](C)[C@@H](C(C)C)NC(=O)[C@@H]2CCCN2C(=O)[C@H]([C@H](C)Cc2ccccc2)NC(=O)[C@@H]2CCCN2C(=O)[C@@H](C(C)C)N(C)C1=O	-1
Cc1cccc(S(=O)(=O)NC(=O)C2(C)CCN2C(=O)c2ccccc2)c1 (stereo not drawn)	1
CN(C)c1ccc(-c2csc(C(O)c3ccc(F)c(F)c3)n2)cc1 (stereo not drawn)	8
Cc1nn(-c2ccccc2)c2sc(C(=O)N3CCN(C(c4ccccc4)c4ccc(Cl)cc4)CC3)cc12 (stereo not drawn)	4
CC1CN(c2ccnc3cc(Cl)ccc23)CCN1C(=O)c1ccc(Cl)cc1 (stereo not drawn)	-1
CC(C)(C)c1ccc(OC(=O)c2ccc(-n3cncn3)nc2)cc1	-4
COc1cccc(Nc2nc(C(N)C(C)C)cs2)n1 (stereo not drawn)	2
CC1(C(=O)Nc2cccc3ncccc23)CCN1C(=O)Cc1ccc(-c2ccccc2)cc1 (stereo not drawn)	-1
Cc1cc(C)cc(N(CC(=O)NC2CCC(C)CC2)S(=O)(=O)c2ccc(C)c(C)c2)c1 (stereo not drawn)	-5
OC(CCN1CCCCC1)(c1ccccc1)C1CC2C=CC1C2 (stereo not drawn)	4
C[N+](=O)C1C(=O)Nc2ccccc21 (stereo not drawn)	-3
CCc1nc2ccc(C(=O)NCCCN3CCCC3=O)cn2c1N(CC)Cc1cccc(Br)c1	1
Cc1nn(C2CCCO2)c(=O)nc1N (stereo not drawn)	-2
COc1cc(Cn2c3ccc(NC(=O)CC(C)(C)C)cc3c(=O)n2C)ccc1F	-3
CC(O)(c1ccc(F)c(F)c1)c1nc(-c2ccc(Cl)cc2)cs1 (stereo not drawn)	-2
CCN1CCN(CCNC(=O)CCc2c(OC)nc3c(c(C)nn3-c3ccccc3)c2C)CC1	4
Cc1ccccc1-c1cnc(C(O)c2ccc(C(C)(C)C)cc2)[nH]1 (stereo not drawn)	0
CN1CCN(C(=O)C2Cc3c(-c4cccc(F)c4)ccnc3O2)CC1 (stereo not drawn)	-4
O=C(Nc1ccccc1)c1cc(C2COCCN2C(=O)CCCc2ccccc2)on1 (stereo not drawn)	0
